# High-throughput results (PubChem BioAssay)
# AID1053144 = TCF/LEF reporter activation in neural progenitors – cell-based, iPS-derived NPC, luciferase, Wnt3a, cherry-pick, dose response (AID 1053144) | AC30 in µM for hits, for the others activation, % at the top dose, mostly 26 µM | NPC TCF/LEF luciferase reporter, Wnt3a EC25, 24 h | 3,400 compounds, 4.8% hits;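 active = fitted curve reaches 30% activation at a concentration no higher than the top valid tested dose, luminescence rising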;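 note: wnt3a stimulus is conditioned medium from Wnt3a-transfected mouse L cells at 5% in well; 0% = neutral control wells and 100% = CHIR-99021 positive control wells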
# Starred values were filed as active, the others as inactive. The list is partial, so the mix of outcomes need not match the whole.
SMILES,AID1053144
CC(=O)c1ccc(-c2ccccc2)cc1,6%
O=c1c2ccccc2[nH]c(=S)n1-c1ccc2c(c1)OCCO2,10%
